Compound activity: PubChem BioAssay, several laboratories
LANA DNA inh – blocks KSHV LANA C-terminal domain binding to DNA | MBP-C-LANA/FAM-LBS DNA binding, fluorescence polarization | inhibition, % at 9 µM | actives 0.078% (n = 340,000) | AID 504423;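 active = highest replicate inhibition at or above 60% at 9 µM, even if other replicates fall short; inactive = all replicates below 60% inhibition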;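 note: 0% = neutral control wells and 100% = 4 µM acridine orange control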
Arrestin-AP2 inh – human beta-arrestin and AP2 interaction inhibition; FITC-arrestin peptide / GST-AP2 beads, flow cytometry; AP2 beta2 appendage carries R879A mutation; actives 0.31% (n = 340,000); inhibition, % at 10 µM;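 active = inhibition above a set limit, near 3 SD of compounds lacking own fluorescence, cut at about 54% in these data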;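 note: plate controls were DMSO wells for no effect and 5 µM unlabelled arrestin peptide for full effect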
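System: GST-AP2 R879A glutathione beads | Also added: FITC-arrestin peptide, 50 nM | Times: 12 min plus 1 h, RT | Signal: Bead flow cytometry, FITC channel | Buffer or medium: PBS with 0.05% Tween 20 and 0.1% BSA | Read-out basis: Percent drop in bead-associated FITC signal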
DSG3 Ab inh – inhibitors of pemphigus antibody binding to human desmoglein-3; P32926; AID 588358; DSG3-coupled beads, scFv-anti-DSG3-GFP binding, flow cytometry; stronger effect = lower value; actives 0.48% (n = 310,000); binding (percent of control), % at 10 µM;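 active = binding more than 3 SD below its plate's average and above zero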;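 note: hits lower antibody fragment binding to DSG3; some compounds called inactive have numbers as strong as hits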
Cardiac RTF inh – cardiac RTF calcium desensitization | P19429+P45379 | IANBD-labeled cardiac RTF, Ca2+ fluorescence | inhibition, % at 7.15 µM | actives 0.12% (n = 340,000) | AID 493244;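 active = inhibition above the mean inhibition of all tested compounds plus 3 SD, cut at about 17% in these data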;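 note: assay run at fixed EC70 calcium of 1.6 mM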
Wnt bcat act – Wnt/beta-catenin pathway activation | Wnt/beta-catenin reporter cell assay, activator, plate reader | actives 1.2% (n = 300,000) | activation, % at 9.35 µM; in the data active = activation above about 30%, passing the limit was not always enough;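 note: 0% = neutral control wells and 100% = positive control wells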
MOR-DOR ag – agonists of human mu-delta opioid receptor heterodimerization. P35372+P41143. cells, OPRM1-OPRD1 heterodimerization, luminescence. activation, % at 9.3 µM. actives 0.3% (n = 340,000). AID 504326; in the data active = activation above about 18%;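 note: 0% = vehicle-treated cells and 100% = reference agonist; values of inactives mirror those of a sister screen read the other way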
Keap1 Nrf2 FP – Keap1-Nrf2 (human) interaction inhibition. Q14145. Keap1 Kelch-Nrf2 peptide fluorescence polarization, 1536-well. inhibition, % at 9.4 µM. actives 0.15% (n = 340,000). AID 504523; in the data active = inhibition above about 12%;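 note: human Keap1 Kelch domain with fluorescein labeled Nrf2 9mer peptide probe; 0% = neutral control wells and 100% = peptide positive control; higher means more block of Keap1 binding to Nrf2 peptide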
Target sequence (Q14145 whole entry, looked up, the tested form may be a part): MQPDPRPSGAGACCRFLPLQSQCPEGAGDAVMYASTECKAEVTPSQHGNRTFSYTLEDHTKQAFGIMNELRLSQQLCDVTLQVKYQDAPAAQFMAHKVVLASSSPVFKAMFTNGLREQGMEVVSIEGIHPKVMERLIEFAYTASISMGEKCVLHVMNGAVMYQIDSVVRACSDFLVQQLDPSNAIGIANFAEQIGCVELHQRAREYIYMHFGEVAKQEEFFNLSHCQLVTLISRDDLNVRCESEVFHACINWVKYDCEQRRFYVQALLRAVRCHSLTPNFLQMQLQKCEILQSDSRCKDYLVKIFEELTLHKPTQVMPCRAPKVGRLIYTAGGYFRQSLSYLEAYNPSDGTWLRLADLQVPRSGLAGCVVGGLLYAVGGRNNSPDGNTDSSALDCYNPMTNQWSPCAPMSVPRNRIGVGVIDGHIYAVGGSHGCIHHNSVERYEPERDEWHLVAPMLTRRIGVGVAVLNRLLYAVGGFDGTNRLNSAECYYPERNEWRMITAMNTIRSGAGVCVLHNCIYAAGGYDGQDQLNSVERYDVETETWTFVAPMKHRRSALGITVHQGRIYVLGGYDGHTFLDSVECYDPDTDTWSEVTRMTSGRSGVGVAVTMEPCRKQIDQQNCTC
cardiac RTF act – increases calcium sensitivity of human cardiac regulated thin filaments | P19429+P45379 | IANBD-labeled TnC RTF fluorescence at EC20 calcium; 0% EC20 calcium, 100% full calcium | activation, % at 7.2 µM | actives 0.24% (n = 340,000);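 active = activation above the mean over all tested compounds plus 3 SD, cut at about 30% in these data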;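 note: rise in fluorescence read as greater calcium sensitivity of cardiac thin filaments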
MOR-DOR inv ag – mu-delta opioid heterodimer inverse agonism; P35372+P41143; cell-based MOR-DOR heterodimer luminescence; inhibition, % at 9.3 µM; actives 0.21% (n = 340,000); AID 504357; in the data active = inhibition above about 22%, passing the limit was not always enough;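 note: 0% = cells with DMSO and 100% = wells without cells with DMSO; values of inactives mirror those of a sister screen read the other way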
V-ATPase pHluor – alters yeast V-ATPase proton transport. S. cerevisiae, pHLuorin cytosolic pH fluorescence. response, % at 10 µM. actives 0.37% (n = 350,000); in the data active = response mostly above about 7.3%, no sharp cut-off; inactive = mostly below about 5.4%; note: actives read high; inactives centre near 0; some compounds called inactive have numbers as strong as hits; reference of the scale not given here
Starred values were filed as active, the others as inactive; . = not tested or not shown.

SMILES | cardiac RTF act | Wnt bcat act | MOR-DOR inv ag | Cardiac RTF inh | Keap1 Nrf2 FP | MOR-DOR ag | Arrestin-AP2 inh | DSG3 Ab inh | LANA DNA inh | V-ATPase pHluor
Cc1cc(Oc2ccc(Br)cc2)nc(SCC(=O)c2ccccc2)n1 | 10.8 | . | -25.5 | -0.8 | -3.0 | 4.6 | -8.0 | 129.6 | -5.0 | -4.2
CCc1ccc(-c2nc(CN3CCC(C(=O)NCc4ccccc4OC)CC3)c(C)o2)cc1 | 5.7 | 7.5 | -0.9 | -12.0 | 0.0 | 0.2 | 20.1 | 113.4 | -1.8 | .
CCCn1c(SCC(=O)NC)nc2sc3c(c2c1=O)CCC3 | -7.3 | 1.1 | 18.3 | -9.9 | 0.3 | -3.4 | -4.4 | 102.5 | -1.1 | -0.8
Cc1ccc(C)c(N2CCN(C(=O)c3csc(C)c3C)CC2)c1 | 0.8 | . | -47.7 | -4.2 | -1.5 | 9.4 | 2.1 | 102.8 | 1.5 | -0.9
COC(=O)CCCC1=CC2=CC(=O)C(C)(OC(=O)c3cccs3)C(=O)C2=CN1Cc1ccco1 (centres undefined) | -0.2 | 3.0 | -4.4 | 11.6 | -1.8 | 1.0 | 15.6 | 102.5 | -0.2 | 1.1
CCN(C[C@H]1N[C@@](Cc2ccccc2)(C(=O)OC)[C@H]2C(=O)N(Cc3ccccc3)C(=O)[C@@H]12)S(=O)(=O)c1ccc(C(C)(C)C)cc1 | -8.8 | -0.3 | 9.4 | -5.5 | -2.7 | -2.0 | 1.7 | 108.5 | 0.3 | 3.0
Cc1ccc(C(=O)N/C(=C\c2cccs2)C(=O)N2CCN(C)CC2)cc1C | -1.7 | -0.4 | 14.4 | 0.8 | 1.2 | -2.8 | -5.3 | 96.1 | -1.1 | 3.6
COc1ccc(Nc2nc3ccc(C)cn3c(=O)c2/C=N/O)cc1 | 9.8 | -1.4 | -2.9 | -1.8 | -6.0 | 0.6 | -8.0 | 93.5 | 0.7 | 2.2
COc1ccc(CCNC(=O)COC(=O)c2ccco2)cc1OC | -5.8 | 0.8 | 15.7 | 1.8 | 1.2 | -2.7 | -5.4 | 93.9 | 0.6 | 1.6
CCC(=O)Nc1cccc(-n2nnnc2SCC(=O)N(C(C)C)C(C)C)c1 | 1.9 | 0.0 | 7.2 | 1.0 | -5.5 | -1.3 | -17.4 | 101.4 | -0.4 | -1.1
CC(=O)c1cccc(N2C(=NC(=O)COc3ccccc3)SC3CS(=O)(=O)CC32)c1 (centres undefined) | -2.5 | -0.6 | 12.2 | -3.4 | 2.1 | -2.4 | -8.8 | 91.4 | 0.5 | 1.1
CS(=O)(=O)N(CC(=O)N1CCCCC1)c1sc2c(c1C#N)CCCC2 | -3.5 | . | 10.3 | -18.2 | 3.2 | -2.1 | 3.9 | 106.3 | -0.6 | 1.5
Cc1ccc2[nH]c(=O)c(CN(CCO)C(=O)NCc3ccccc3)cc2c1 | 1.4 | . | 13.0 | 3.9 | -1.3 | -2.7 | -4.8 | 97.3 | 0.3 | 1.7
COC(=O)CCC(=O)NC(=S)Nc1cc(Cl)ccc1Cl | 1.6 | . | 1.0 | -4.4 | -6.6 | -0.2 | . | 106.2 | -0.8 | 1.0
COc1cccc(CN(CCC(C)C)S(=O)(=O)c2cc(Br)ccc2Br)c1 | -1.9 | -4.0 | -4.0 | -0.2 | -1.3 | 0.9 | 2.1 | 105.0 | -0.4 | -3.0
CCCCN(C(=O)NC(=O)Nc1ccc(C)cn1)S(C)(=O)=O | 0.3 | -0.8 | 12.4 | -1.9 | 3.3 | -1.8 | 0.1 | 99.6 | 1.1 | 3.0
CO/N=C(\Cn1ncc(N2CCOCC2)c(Br)c1=O)c1ccc(Cl)cc1 | 0.9 | -1.5 | 1.7 | -8.3 | -3.7 | -0.4 | 43.3 | 100.2 | 0.8 | 7.7
CC(CCc1ccccc1)NCC(O)COc1ccccc1 (centres undefined) | 1.6 | -2.0 | 17.6 | 3.8 | 2.0 | -3.4 | -2.9 | 104.8 | 2.6 | 2.8
Cc1ccc(NC(=O)c2cc(N3C(=O)CCC3=O)ccc2N2CCCCC2)cc1 | -5.4 | -1.0 | 12.8 | -1.6 | 2.3 | -2.5 | -19.1 | 99.6 | -0.8 | -2.3
Cc1ccc(NC(=O)c2ccc3c(c2)C(=O)N(c2cc(C)ccc2C)C3=O)nc1 | 0.2 | 0.5 | 14.9 | -5.0 | -1.4 | -2.9 | -2.3 | . | 0.3 | -1.0
COc1ccccc1-n1cnnc1SCC(=O)NCC1CCCO1 (centres undefined) | -1.1 | 0.2 | 20.1 | 4.6 | -0.9 | -4.0 | 28.1 | 99.3 | -1.1 | -0.6
CC(=O)Oc1ccc(Oc2ccc(-c3noc(C)n3)cc2)cc1 | 0.1 | 48.1* | 1.9 | -3.1 | -1.9 | -0.4 | 6.5 | 100.8 | -0.2 | 0.3
Cc1cc(C(=O)NNC(=O)c2ccc(Cl)cc2Cl)c(C)o1 | -1.3 | -0.9 | 18.4 | -1.4 | 1.3 | -3.5 | 35.3 | 100.9 | -0.1 | 1.8
CCOC(=O)c1ccc(N2C(=O)CC(Sc3nc(O)c(CC)c(=O)[nH]3)C2=O)cc1 (centres undefined) | 2.5 | . | 9.4 | 1.8 | -5.4 | -2.1 | -1.9 | 102.1 | -1.1 | 0.4
O=C(NCC1CCCN1S(=O)(=O)c1cccs1)c1cccc(Cl)c1 (centres undefined) | 2.3 | 0.0 | 0.6 | -2.0 | -4.1 | -0.1 | -3.6 | 122.8 | 0.0 | 2.2
CCOC(=O)N1CCN(C(=O)c2cccc(NC3=NC4CS(=O)(=O)CC4S3)c2)CC1 (centres undefined) | -4.5 | . | 1.5 | -8.7 | -2.9 | -0.3 | 24.5 | 94.6 | -2.6 | 2.2
COc1ccc(O/C(=N\S(=O)(=O)c2ccccc2)c2ccccc2)cc1 | -5.3 | -4.0 | -13.7 | -1.7 | -2.4 | 2.3 | -6.3 | 119.9 | -0.2 | 5.4
Nc1ccc(-c2nnn(Cc3ccccc3)n2)cc1 | 2.9 | 4.3 | 4.7 | -6.8 | -7.0 | -1.0 | 3.0 | 132.6 | -3.3 | 0.0
CC1=NC(C#N)=C(C#N)NC(C)(C)C1 | -1.2 | -0.4 | 9.9 | -4.7 | . | -2.0 | -12.1 | 114.0 | . | 0.1
CCCCOC(=O)C1=C(C)NC(=O)NC1c1cc2c(cc1Br)OCO2 (centres undefined) | -1.1 | -1.7 | -25.1 | -3.9 | 1.8 | 5.2 | 11.1 | 90.7 | 0.9 | -0.9

Three successive compounds from above:
SMILES | cardiac RTF act | Wnt bcat act | MOR-DOR inv ag | Cardiac RTF inh | Keap1 Nrf2 FP | MOR-DOR ag | Arrestin-AP2 inh | DSG3 Ab inh | LANA DNA inh | V-ATPase pHluor
CCCCN(C(=O)NC(=O)Nc1ccc(C)cn1)S(C)(=O)=O | 0.3 | -0.8 | 12.4 | -1.9 | 3.3 | -1.8 | 0.1 | 99.6 | 1.1 | 3.0
CO/N=C(\Cn1ncc(N2CCOCC2)c(Br)c1=O)c1ccc(Cl)cc1 | 0.9 | -1.5 | 1.7 | -8.3 | -3.7 | -0.4 | 43.3 | 100.2 | 0.8 | 7.7
CC(CCc1ccccc1)NCC(O)COc1ccccc1 (centres undefined) | 1.6 | -2.0 | 17.6 | 3.8 | 2.0 | -3.4 | -2.9 | 104.8 | 2.6 | 2.8

Continuation.
SMILES | cardiac RTF act | Wnt bcat act | MOR-DOR inv ag | Cardiac RTF inh | Keap1 Nrf2 FP | MOR-DOR ag | Arrestin-AP2 inh | DSG3 Ab inh | LANA DNA inh | V-ATPase pHluor
N/C(=N\OC(=O)C1CCCCC1)c1ccc(Br)cc1 | 0.4 | 24.9 | 19.5 | -2.6 | 5.7 | -3.6 | 7.8 | 100.0 | -0.3 | -8.3
O=C(Nc1nccs1)c1cccc(NC(=O)C(F)(F)F)c1 | -2.8 | 16.3 | 6.6 | 3.1 | 7.9 | -1.3 | 1.3 | 100.9 | -0.8 | -4.7
Nc1cc(N)nc(SCC(=O)Nc2cc(S(=O)(=O)N3CCOCC3)ccc2Cl)n1 | -5.7 | -1.2 | 11.5 | -1.2 | 5.8 | -2.1 | 23.0 | . | -0.7 | -1.2
O=C1CC(NC23CC4CC(CC(C4)C2)C3)C(=O)N1c1ccc2c(c1)OCO2 (centres undefined) | 5.0 | -2.6 | 8.0 | -10.8 | -5.0 | -1.7 | 7.2 | . | -1.0 | -1.3
Cc1c(NN=C(C#N)C#N)c(=O)n(-c2ccccc2)n1C | 7.1 | -2.8 | 11.8 | -12.6 | -3.6 | -2.4 | 5.6 | 101.2 | 2.1 | -2.3
COc1cc(CO)cc(Br)c1OCC(=O)Nc1cccc2ccccc12 | -4.5 | 0.1 | -8.2 | -6.6 | -12.6 | 1.5 | 10.4 | 100.5 | -0.6 | 0.4
COc1ccc(CC(=O)Nc2cc(S(=O)(=O)N3CCCCC3)ccc2C)cc1OC | 8.6 | -2.2 | -3.2 | -6.9 | -7.4 | 0.6 | -3.5 | 101.6 | 0.8 | 0.7
CCNC(=S)N/N=C1\C(=O)c2cccc3cccc1c23 | -0.2 | . | 14.3 | -4.4 | 4.7 | -2.4 | -3.8 | 104.0 | -0.5 | -1.9
O=C(O)/C(CC(=O)c1ccc(Cl)cc1)=N/Nc1ccc([N+](=O)[O-])cc1[N+](=O)[O-] | -5.7 | 5.7 | -13.4 | -5.7 | 4.5 | 2.7 | 7.8 | 107.8 | 8.0 | -0.1
COc1ccc(CNC(=O)Cn2cnc3c(OCc4ccccc4)ncnc32)cc1 | 0.1 | -1.2 | . | 1.6 | -2.4 | . | 12.8 | 98.9 | -0.3 | -1.1
COc1ccc(CNC(NC(=O)c2ccccc2)(C(F)(F)F)C(F)(F)F)cc1 | 4.3 | -2.5 | -10.2 | -11.5 | -3.8 | 2.0 | . | . | -1.3 | 3.0
O=C1CC(c2ccco2)c2ccc3ccccc3c2N1 (centres undefined) | -4.6 | . | 1.7 | 1.6 | 0.5 | -0.4 | 11.1 | 109.5 | 0.4 | -0.7
NC(=O)c1ccc(NS(=O)(=O)c2ccc3ccccc3c2)cc1 | -1.4 | 0.5 | 11.4 | -0.4 | -3.4 | -2.0 | -22.5 | 98.8 | -1.2 | 4.6
CC1CC(C)CN(CCCNC(=O)c2nn(C)c3c2CS(=O)(=O)c2ccccc2-3)C1 (centres undefined) | 0.6 | 2.8 | 13.4 | 2.3 | 0.8 | -2.6 | -14.3 | 101.4 | 1.4 | -2.6
COc1ccc(NC(=O)C23CC4CC(C2)CC(n2cnc(Br)n2)(C4)C3)c(C)c1 | -5.8 | . | 12.1 | -7.7 | 0.3 | -2.2 | 12.2 | 103.8 | -2.3 | -4.0
Cc1ccc(-c2nc(CN3CCN(C(=O)C4CCCO4)CC3)cs2)cc1 (centres undefined) | -0.9 | -2.4 | 9.7 | -4.8 | -4.0 | -1.9 | 9.2 | . | 1.1 | 3.1
C/C(=N\Nc1ccccn1)c1cccs1 | -1.6 | 9.7 | -11.0 | -8.2 | -1.9 | 2.3 | 17.2 | 109.6 | 0.5 | 20.7*
